# Compound activity (PubChem)
# GCN5L2 inh – blocks human GCN5L2 histone acetyltransferase. AID 504327. Potency, µM (highest dose often 58.9 µM), for the others: at the highest dose activity change, negative = inhibition, most hits filed as inhibitors. GCN5L2 HAT assay, ThioGlo1 CoA-SH fluorescence. 0.21% of 390,000 active
#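 Fluorescence readout, Ex340nm/Em540nm: ThioGlo1 (50uM final) reacts with free CoA thiol released as 20nM GCN5L2 acetylates H3(1-25) peptide (75uM) using acetyl-CoA (70uM). Compound and enzyme sat 15 min beforehand; 20 min room-temperature reaction.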
# FEN1 inh – inhibitors of human flap endonuclease 1. Recombinant FEN1 flap cleavage, fluorescence, 15 min. 0.35% of 390,000 active. P39748. Potency, µM (titrated, usually from 114 µM), for the others: top-dose activity change, negative = inhibition, usual class: inhibitors; note: nearly all actives have a fitted effect of over 65% in size
# Target sequence (P39748 whole entry, looked up): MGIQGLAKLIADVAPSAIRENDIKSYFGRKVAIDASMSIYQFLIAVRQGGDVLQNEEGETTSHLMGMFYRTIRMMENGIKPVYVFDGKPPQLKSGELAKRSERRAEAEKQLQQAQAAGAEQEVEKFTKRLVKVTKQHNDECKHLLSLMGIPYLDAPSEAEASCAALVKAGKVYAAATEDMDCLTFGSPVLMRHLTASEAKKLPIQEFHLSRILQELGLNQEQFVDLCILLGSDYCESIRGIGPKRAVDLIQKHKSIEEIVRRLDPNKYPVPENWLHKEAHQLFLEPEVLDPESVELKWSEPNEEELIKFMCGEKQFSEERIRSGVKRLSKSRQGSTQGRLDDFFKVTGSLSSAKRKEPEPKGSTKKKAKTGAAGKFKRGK
#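 FEN1 at 10 nM, compound pretreatment for 15 min (room temperature), 50 nM final substrate to initiate; endpoint reads at 0 and 15 min; DMSO-only plates used as vehicle background.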
# N370S GC – inhibits or activates N370S mutant glucocerebrosidase; N370S GC spleen homogenate, 4MU-glucoside fluorescence; Potency, µM (top dose mostly 59.4 µM), inactives show at the top dose activity change, negative = inhibition, usual class: inhibitors; 0.092% of 330,000 active; AID 2101;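 note: 0% = full enzyme activity and -100% = no enzyme basal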
# Starred values were filed as active, the others as inactive; ? = inconclusive; . = no result given; & = joins results of further samples; [ ] = remark or other dose. Calls come from the whole dose curve; as a rule, active = well fitted curve in the direction sought with a large enough effect; inconclusive = small, poorly fitted or top-dose-only effect, or another doubt; inactive = no such curve, though single readings can be large; an effect the other way counts as inactive or inconclusive. Unless noted, % is set by controls: 0 for no effect and ±100 for the full control effect; potency is the fitted concentration of half-maximal effect.
GCN5L2 inh,FEN1 inh,N370S GC,mol
-7.9%,7.4%,-18.2%,CC(=O)N/C(=N/c1nc(C)cc(C)n1)Nc1ccc(F)cc1F
-3.3%,1.9%,.,Cc1ccccc1NC(=O)CC1C(=O)Nc2ccccc2N1CC(=O)N(C)C1CCS(=O)(=O)C1 (stereo not drawn)
-18.2%,-20.5%,.,COc1ccc(-c2cc3nc(C)c(CCC(=O)N4CCN(c5cccc(Cl)c5)CC4)c(C)n3n2)c(OC)c1
-0.7%,5.8%,-1.1%,C#CCOc1ccc(/C=C2\SC(=S)N(Cc3cccnc3)C2=O)cc1
-3.5%,-2.1%,5.6%,Cc1cc(NC(=O)c2ccc3c(c2)C(=O)N(c2cccc(C)c2C)C3=O)no1
-13.8%,-0.8%,-9.5%,Cc1cc(C)cc(C(=O)NCC(=O)OCC(=O)NCc2ccco2)c1
-16.4%,-2.2%,-10.1%,CCOc1cc(/C=N/n2cnnc2)cc(Br)c1O
-9.7%,?,1.7%,Cc1ccccc1NC(=O)CSc1[nH]c(=O)cc(C)c1C#N
-7.5%,3.0%,-5.0%,Cc1ccc(N(C(=O)Nc2ccccc2)C2=NCC(C)S2)cc1 (stereo not drawn)
-2.3%,-6.1%,6.9%,Cc1cc(=O)[nH]c(SCC(=O)NCC2CCCCC2)c1C#N
0.8%,2.4%,-19.5%,CCOC12CC(C)(C)CC(C)(CC3=C1C(=O)CC(C)(C)C3)C2 (stereo not drawn)
-13.2%,-9.8%,-5.7%,Cc1ccc(-c2c(C(=O)O)c3ccccc3[nH]c2=O)cc1
-9.9%,4.3%,12.6%,Cc1oc2ccccc2c1-c1cn2c(n1)SCC2
-3.3%,5.7%,.,COc1cc(C(=O)NNC(=O)c2ccc3c(c2)OCCO3)cc(OC)c1OC
3.1%,7.7%,-3.5%,COc1ccc(CCNC(=O)CSCc2ccc([N+](=O)[O-])cc2)cc1OC
-7.3%,-8.2%,-10.6%,COc1ccc(-c2nc(CS(=O)CC(=O)NCc3ccc(C)cc3)c(C)o2)cc1OC (stereo not drawn)
-2.4%,-3.7%,.,CCN(C(=O)CSc1nc2scc(-c3ccccc3)c2c(=O)n1C)C1CCS(=O)(=O)C1 (stereo not drawn)
-2.0%,-3.4%,26.1%,CCOC(=O)c1c(NC(=O)CSc2nnc(Cc3ccccc3)o2)sc(C)c1C
-4.1%,-8.6%,-17.8%,CCOCCc1nnc(NC(=O)C2CC(=O)N(c3ccc(OCC)cc3)C2)s1 (stereo not drawn)
-0.3%,5.0%,-3.9%,CC(=O)c1cccc(NC(=O)CC2CCCC2)c1
-4.1%,-6.4%,-1.7%,Cc1ccc(S(=O)(=O)N2CCN(C(=O)C(F)(F)F)C2c2ccc(N(C)C)cc2)cc1 (stereo not drawn)
-4.9%,7.4%,-2.7%,O/C(=C\c1ccc2ccccc2n1)c1ccc(O)cc1O
-5.8%,10.8%,3.1%,O=C(Nc1nc(-c2ccc(S(=O)(=O)N3CCCCCC3)cc2)cs1)c1ccccc1
-11.1%,-7.1%,-7.2%,CCOc1ccc(NC(=O)c2ccc(Br)o2)c([N+](=O)[O-])c1
-8.8%,-25.6%,6.8%,Cn1c(SCc2ccc(C#N)cc2Cl)nc2ccccc21
-19.9%,-17.1%,20.8%,CC(=C/c1ccccc1)/C=N/n1c(-c2ccco2)n[nH]c1=S
-0.6%,0.0%,2.0%,COc1ccccc1NC(=O)Cc1nnc(SCC(=O)NC2CCCCC2C)n1C (stereo not drawn)
21.2%,-2.6%,.,CCOc1ccc(CNC(=O)CCn2cccn2)cc1OC
0.9%,-4.6%,.,Cc1ccc(C(=O)OCC(=O)Nc2cccc(S(=O)(=O)N3CCOCC3)c2)o1
1.2%,6.2%,0.3%,CC(=O)c1cccc(NC(=O)N2CCCc3ccccc32)c1
-12.3%,2.2%,-4.4%,CC(=O)c1cccc(NC(=O)C2CCCN(S(=O)(=O)c3cccc4nonc34)C2)c1 (stereo not drawn)
-7.2%,-21.5%,-22.1%,Cc1cccc(NC(=S)N(CCCN2CCOCC2)C(C)c2cc3ccccc3o2)c1C (stereo not drawn)
-1.5%,-3.2%,2.2%,COC(=O)CCNc1ccc2c(c1)OCCO2
-4.0%,-20.2%,-3.6%,Cn1cc(S(=O)(=O)CC(=O)Nc2ccc(Br)cc2)c2ccccc21
-22.2%,-3.2%,-1.9%,O=C(c1ccc(S(=O)(=O)Nc2ccccc2F)cc1)N1CCN(c2ccccc2O)CC1
-4.9%,3.7%,-2.5%,CCOc1ccc(NC(=O)c2ccc(CSc3nnnn3C)cc2)cc1
-7.5%,15.1%,-0.9%,CCCn1cc(S(=O)(=O)c2ccc(C)cc2)c(=O)c2cc(OCC)ccc21
-6.2%,5.7%,.,CCN(CC(=O)NCc1cccs1)CC(=O)Nc1c(Cl)ccc(C)c1Cl
-2.3%,2.8%,.,COC(=O)C1CCN(C(c2ccccc2)c2sc3nc(-c4ccco4)nn3c2O)CC1 (stereo not drawn)
1.2%,-0.8%,3.6%&-1.8%,O=C(NCc1ccccn1)[C@@H]1C[C@H]1[C@@H](NP(=O)(c1ccccc1)c1ccccc1)c1ccccc1
0.0%,-17.3%,-2.6%,Cc1cccc(OCc2nnc(SCC(=O)N3CCc4ccccc43)n2C)c1
-3.2%,10.5%,?,CCC1CCCCN1CCCNC(=O)Cn1cnc2sc(C)c(S(=O)(=O)N3CC(C)CC(C)C3)c2c1=O (stereo not drawn)
-10.2%,-2.2%,7.2%,COc1ccccc1Oc1nc(-c2ccccc2)cc(C)c1S(C)(=O)=O
-9.7%,-13.1%,-0.6%,COc1ccc(C2Nc3cccc4cccc(c34)N2)cc1Br
-0.5%,-4.9%,-4.4%[2.35 µM],CCOC(=O)c1cccc(NC(=O)CSc2nnc(-c3ccncc3)n2CCCOC)c1
-2.2%,-1.6%,-17.8%,CC(C)c1ccc(CNC(=O)C2CCCN2S(=O)(=O)c2ccccc2)cc1 (stereo not drawn)
-6.8%,5.9%,16.3%,CCn1nc(C)c(C2C(C#N)=C(N)OC3=C2C(=O)CCC3)c1C (stereo not drawn)
-7.1%,-6.3%,.,NC(=O)c1ccsc1NC(=O)COC(=O)c1ccc(Cl)cc1
-0.3%,-2.9%,-8.6%,COC(=O)CCC(=O)NC(=S)Nc1ccc(S(=O)(=O)Nc2cc(C)on2)cc1
-1.7%,-8.7%,-19.1%,O=C(c1ccc(O)c(Cl)c1)N1CCN(S(=O)(=O)c2ccccc2)CC1
-2.5%,5.1%,-13.4%,O=C1NC2(O)C(=O)c3ccccc3C2(O)N1 (stereo not drawn)
-6.0%,-2.6%,?,Cc1ccc(NC(=O)C2CCCN2S(=O)(=O)c2ccc3c(c2)CCC(=O)N3)cc1Cl (stereo not drawn)
-0.2%,.,-16.3%,CC(C)CCNC(=O)c1ccc(Cl)c(NC(=O)Cc2ccccc2)c1
4.3%,-20.0%,-8.6%,Cc1ccc2c(C(=O)CN3CCSCC3)c(C)[nH]c2c1
-0.8%,-2.6%,-7.4%,CCN1CCN(c2nc3ccccc3nc2C(C#N)S(=O)(=O)c2ccc(C)c(C)c2)CC1 (stereo not drawn)
-10.9%,7.7%,4.8%,COc1ccc(Nc2nc3ccc(C)cn3c(=O)c2/C=N/O)cc1
-2.2%,-6.8%,.,CCc1ccc(CNC(=O)CCCN2C(=O)CCn3nc(-c4cccn4C)cc32)cc1
0.7%,-8.7%,.,COc1ccccc1CN(C)C(=O)CSc1nnc(C2CC2)n1C1CC1
-11.5%,-0.3%,-3.9%,Cc1ccc(NC(=O)CSc2nnc(N)s2)c([N+](=O)[O-])c1
0.8%,-9.2%,2.2%,Cc1ccc(S(=O)(=O)N/N=C/c2ccccc2F)cc1[N+](=O)[O-]

# New compounds follow
GCN5L2 inh,FEN1 inh,N370S GC,mol
1.6%,-10.0%,-5.2%,COCCn1c(SCC(=O)NC(=O)NCc2ccccc2)nc2ccccc21
-15.2%,-0.3%,-14.5%,COc1cccc(OC)c1OCCCSc1nc(C)cc(=O)[nH]1
-24.3%,-3.2%,-3.1%,CC(=O)c1c(O)c2ccccc2n(Cc2ccccc2)c1=O
?,1.4%,-12.8%,COC(=O)/C=C1\SC(N2CCOCC2)=C(c2ccc(OC)cc2)C1=O
-5.4%,-3.8%,3.3%,Cc1ccc(N2C(=O)CC(SCC(=O)Nc3ccc(S(N)(=O)=O)cc3)C2=O)cc1 (stereo not drawn)
-1.6%,-0.2%,3.4%,CCn1cc(C2CC(=O)NC2=O)c2ccccc21 (stereo not drawn)
-3.1%,1.5%,-10.4%,c1c2c(cc3sc(N4CCOCC4)nc13)OCO2
-4.7%,-6.1%,7.8%,CNC(=S)N1N=C(c2ccc(C)cc2)CC1c1ccc(Br)cc1 (stereo not drawn)
-2.7%,-10.3%,-7.7%,CC1(C)CC(=O)C(C=NCCN2CCN(CC(=O)Nc3ccc(Cl)cc3)CC2)=C(O)C1
-17.0%,7.3%,6.6%,COCCOCCn1c(/C=C/c2ccccc2)nc2ccccc21
-3.1%,-4.5%,.,COc1cccc(-c2ncc3ccccc3c2COC(=O)N(C)C)c1
-9.2%,-17.1%,.,Cc1cccc(N(C)C(=O)C(Cc2ccccc2)NS(=O)(=O)c2cccc3nsnc23)c1 (stereo not drawn)
-7.6%,-34.9%,14.5%,O=C(NNc1c2ccccc2nc2ccccc12)c1ccccc1O
-10.8%,-1.4%,2.8%,NNc1nc(-c2ccccc2)cs1
0.6%,40.8%[activator],-22.6%,O=C(NC1CCCCC1)C1(c2ccccc2)CC1(Cl)Cl (stereo not drawn)
0.1%,14.7%,-2.4%,CC1(CCc2ccccc2)NC(=O)N(CC(=O)Nc2ccc3c(c2)OCCO3)C1=O (stereo not drawn)
-27.0%,-4.6%,12.5%,COc1ccc(NC(=O)CSc2nc3c(c(=O)n2-c2ccc(F)cc2)SCC3)c(OC)c1
-9.1%,-16.3%,11.0%,COc1ccc(-n2c(C)nc3c(cnn3-c3ccc(C)c(C)c3)c2=O)cc1
?,2.4%,4.2%,COc1ccc(/C=C(/NC(C)=O)C(=O)O)cc1
-21.9%&-7.8%,-10.7%&-23.2%,-1.6%,CS(=O)(=O)N1CCc2cc(C(=O)N3CCN(c4cccc(Cl)c4)CC3)ccc21
-14.7%,-3.4%,?,COC(=O)c1[nH]c2c(c1C(=O)OC)CCc1ccccc1-2
-2.2%,-5.3%,.,COc1ccc(NC(=O)N(C)C[C@H]2Oc3ccc(NC(=O)C4CCCCC4)cc3C(=O)N([C@H](C)CO)C[C@@H]2C)cc1
-10.2%,46.3%,-9.0%,CCn1c(N)c(C(=O)NCc2cccnc2)sc1=S
-4.6%&-20.5%&-3.2%,.,-5.6%&-2.2%,Cc1[nH]c(=O)c(C#N)cc1-c1ccc2nccn2c1
-2.7%,-0.5%,-3.5%,CSc1nnc(-c2ccc(S(=O)(=O)N3CCOCC3)cc2)n1C
-8.9%,21.8%,1.3%,O=C(CCN1CCN(c2ccccc2)CC1)NNC(=S)Nc1ccccc1
-7.3%,10.9%,4.8%,O=S(=O)(Nc1ccc(F)cc1)N1CCOCC1
-5.4%[0.501 µM],-4.4%,3.6%,O=C(NCCc1c[nH]c2ccccc12)C1CCC(Cn2c(=S)[nH]c3ccccc3c2=O)CC1 (stereo not drawn)
1.1%,1.1%,-11.2%,C=Cn1cc[n+](CC(=O)c2ccc(OC)c(OC)c2)c1
-7.0%,-4.2%,4.0%,O=C(c1ccncc1)N1CCN(c2ccc(F)cc2)CC1
-1.6%,-3.2%,28.9%,CC1CN(CCCOc2ccc([N+](=O)[O-])cc2)CC(C)O1 (stereo not drawn)
?,-3.6%,0.0%,Cc1nc(SCC(=O)NCCc2ccc(Cl)cc2)nc(C)c1C

# Part of the list above in another layout:
structure | GCN5L2 inh | FEN1 inh | N370S GC
CCn1c(N)c(C(=O)NCc2cccnc2)sc1=S | -10.2% | 46.3% | -9.0%
Cc1[nH]c(=O)c(C#N)cc1-c1ccc2nccn2c1 | -4.6%&-20.5%&-3.2% | . | -5.6%&-2.2%
CSc1nnc(-c2ccc(S(=O)(=O)N3CCOCC3)cc2)n1C | -2.7% | -0.5% | -3.5%
O=C(CCN1CCN(c2ccccc2)CC1)NNC(=S)Nc1ccccc1 | -8.9% | 21.8% | 1.3%
O=S(=O)(Nc1ccc(F)cc1)N1CCOCC1 | -7.3% | 10.9% | 4.8%
O=C(NCCc1c[nH]c2ccccc12)C1CCC(Cn2c(=S)[nH]c3ccccc3c2=O)CC1 (stereo not drawn) | -5.4%[0.501 µM] | -4.4% | 3.6%
C=Cn1cc[n+](CC(=O)c2ccc(OC)c(OC)c2)c1 | 1.1% | 1.1% | -11.2%

# Given field by field: four of the compounds above
> COC(=O)c1[nH]c2c(c1C(=O)OC)CCc1ccccc1-2
  GCN5L2 inh = -14.7%; FEN1 inh = -3.4%; N370S GC = ?
> CC1CN(CCCOc2ccc([N+](=O)[O-])cc2)CC(C)O1 (stereo not drawn)
  GCN5L2 inh = -1.6%; FEN1 inh = -3.2%; N370S GC = 28.9%
> O=S(=O)(Nc1ccc(F)cc1)N1CCOCC1
  GCN5L2 inh = -7.3%; FEN1 inh = 10.9%; N370S GC = 4.8%
> CSc1nnc(-c2ccc(S(=O)(=O)N3CCOCC3)cc2)n1C
  GCN5L2 inh = -2.7%; FEN1 inh = -0.5%; N370S GC = -3.5%
